From PubChem BioAssay
GLS inhibitor: qHTS for Inhibitors of Glutaminase (GLS) | GLS enzymatic activity, qHTS titration | Potency, µM (top dose mostly 45.5 µM), without a hit: at the top dose activity change, negative = inhibition, most hits filed as inhibitors | AID 624170, 2012 | 410,000 tested, 0.21% active | Glutaminase kidney isoform, mitochondrial (Homo sapiens), O94925; also: % is scaled to controls: 0 for no effect and ±100 for the full control effect
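Coupled fluorescence readout: glutamate oxidase/HRP/Amplex Red detect glutamate formed by hKGA from L-glutamine (1 mM solution added). Buffer 45 mM KH2PO4 pH 8.2, 0.02% Tween-20; reads at t0 and 30 min RT.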
JMJD2A Tudor: qHTS Assay for Inhibitors of JMJD2A-Tudor Domain. Lysine-specific demethylase 4A (Homo sapiens), O75164. AlphaScreen JMJD2A-Tudor / H3K4me3 peptide binding. Potency, µM (highest dose often 114 µM), for the others: at the highest dose activity change, negative = inhibition, actives largely listed as inhibitors. 390,000 tested, 4.4% active. AID 504339, 2011; also: % is scaled to controls: 0 for no effect and ±100 for the full control effect; nearly all actives have a fitted effect of over 50% in size
Target sequence (O75164 whole entry, looked up, the tested form may be a part): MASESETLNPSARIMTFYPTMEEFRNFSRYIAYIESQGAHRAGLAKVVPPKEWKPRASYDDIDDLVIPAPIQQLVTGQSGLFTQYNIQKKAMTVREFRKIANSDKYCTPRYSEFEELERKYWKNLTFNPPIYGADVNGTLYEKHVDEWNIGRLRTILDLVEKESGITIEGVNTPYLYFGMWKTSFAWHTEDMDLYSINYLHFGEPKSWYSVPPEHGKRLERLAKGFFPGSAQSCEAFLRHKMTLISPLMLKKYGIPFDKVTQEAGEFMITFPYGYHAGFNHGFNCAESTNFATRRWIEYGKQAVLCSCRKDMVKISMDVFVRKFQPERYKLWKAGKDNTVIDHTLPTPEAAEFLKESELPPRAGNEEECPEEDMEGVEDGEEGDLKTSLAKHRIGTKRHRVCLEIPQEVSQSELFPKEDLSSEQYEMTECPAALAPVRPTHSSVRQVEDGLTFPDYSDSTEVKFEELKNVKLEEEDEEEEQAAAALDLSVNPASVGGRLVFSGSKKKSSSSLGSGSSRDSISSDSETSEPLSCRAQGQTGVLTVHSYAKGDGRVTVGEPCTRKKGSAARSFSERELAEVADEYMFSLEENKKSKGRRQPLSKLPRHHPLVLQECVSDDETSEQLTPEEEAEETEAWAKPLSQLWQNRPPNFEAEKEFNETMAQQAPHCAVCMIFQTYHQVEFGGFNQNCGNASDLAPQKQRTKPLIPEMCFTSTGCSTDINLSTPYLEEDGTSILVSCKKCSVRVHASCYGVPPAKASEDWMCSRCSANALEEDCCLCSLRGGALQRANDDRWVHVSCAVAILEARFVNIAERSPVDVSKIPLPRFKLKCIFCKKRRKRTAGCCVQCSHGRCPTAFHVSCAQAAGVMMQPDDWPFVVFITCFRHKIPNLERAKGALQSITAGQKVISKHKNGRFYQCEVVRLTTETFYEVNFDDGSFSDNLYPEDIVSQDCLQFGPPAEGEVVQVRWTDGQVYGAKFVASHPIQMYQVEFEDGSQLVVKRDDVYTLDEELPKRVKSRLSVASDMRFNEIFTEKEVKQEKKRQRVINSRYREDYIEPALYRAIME
PGK inhibitor: qHTS Assay to Find Inhibitors of Phosphoglycerate Kinase. Phosphoglycerate kinase, glycosomal (Trypanosoma brucei brucei), P07378. PGK/GAPDH coupled, Kinase-Glo luminescence, 60 min. Potency, µM (doses to about 57.5 µM), for the others: top-dose activity change, negative = inhibition, most hits filed as inhibitors. 380,000 tested, 0.043% active. AID 602233, 2012; also: % is scaled to controls: 0 for no effect and ±100 for the full control effect; nearly all actives have a fitted effect of over 60% in size
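Luminescent ATP detection (Kinase-Glo Plus) follows a 60-minute room-temperature incubation, with wells lacking PGK as controls. Buffer: 100 mM TEA (pH 7.6), 5 mM MgCl2, 0.01% Tween-20. Coupling enzyme GAPDH (100 nM final) supplies unstable 1,3-BPG in-well.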
RGS4 inh: Inhibitors of Regulator of G Protein Signaling (RGS) 4: qHTS; Regulator of G-protein signaling 4 (Homo sapiens), P49798; Transcreener GDP fluorescence polarization, RGS4-accelerated GTP hydrolysis; Potency, µM (doses to about 114 µM), without a hit: at the highest dose activity change, negative = inhibition, hits mostly inhibitors; AID 504845, 2011; 390,000 tested, 0.039% active; also: % is scaled to controls: 0 for no effect and ±100 for the full control effect; nearly all actives have a fitted effect of over 75% in size; some results filed as inactive show a strong effect at the top dose
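MLSMR compounds (23 nl, pin-transferred) preincubated 10 min at room temperature with a 500nM (2x) first reagent, then RGS4 at 900nM (2x) plus Transcreener GDP mix added; fluorescence polarization (620/688 nm) read before and after 90 min at 30 °C.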
TrxR1 inh: qHTS Assay for Inhibitors of Mammalian Selenoprotein Thioredoxin Reductase 1 (TrxR1): qHTS. Thioredoxin reductase 1, cytoplasmic (Rattus norvegicus), O89049. recombinant rTrxR1, NADPH fluorescence consumption, selenite substrate. Potency, µM (top dose mostly 114 µM), for inactives: at the top dose activity change, negative = inhibition, most hits filed as inhibitors. 390,000 tested, 1% active; also: % is scaled to controls: 0 for no effect and ±100 for the full control effect; nearly all actives have a fitted effect of over 65% in size
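Rat TrxR1 (90 nM in the dispensed reagent) was pre-reduced with 400 uM NADPH for 5 min at room temperature, then incubated with compound for 15 min. After 400 uM selenite was added, NADPH fluorescence (Ex 340/Em 450 nm) was followed for 8 min.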
12-LOX inh: Primary qHTS assay for inhibitors of human arachidonate 12S-lipoxygenase (ALOX12): Round 2; Polyunsaturated fatty acid lipoxygenase ALOX12 (Homo sapiens), P18054; purified 12hLO, xylenol orange hydroperoxide absorbance; Potency, µM (top dose mostly 108 µM), for inactives: at the top dose activity change, negative = inhibition, actives largely listed as inhibitors; 580,000 tested, 1.1% active; AID 1671190, 2021; also: % is scaled to controls: 0 for no effect and ±100 for the full control effect
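Purified human 12hLO at 150 nM in 25 mM Hepes, 0.01% Triton X-100, pH 7.0, preincubated 15 min at room temperature with compound. Reaction started with 40 uM arachidonic acid, 30 min at room temperature. Hydroperoxide measured by Fe-xylenol orange, 573/405 nm absorbance ratio.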
Pin1 inhibitor: qHTS Assay to Find Inhibitors of Pin1 | Peptidyl-prolyl cis-trans isomerase NIMA-interacting 1 (Homo sapiens), Q13526 | Pin1 FP peptide displacement, HiFluor488, 10 min | Potency, µM (series often up to 115 µM), inactives show at the highest dose activity, negative = inhibition, hits mostly inhibitors | 390,000 tested, 0.009% active | AID 504891, 2011; active = well fitted inhibition curve with a large enough effect in the polarisation, with a control signal flat, not every such curve was filed as active; inconclusive = small, poorly fitted or top-dose-only effect, or effect the other way, or a change in a side signal; inactive = no such curve, though single readings can be large or run the other way; the % refers to the polarisation; also: % is scaled to controls: 0 for no effect and ±100 for the full control effect
ERG-DNA inh: qHTS for Small Molecule Inhibitors of the ERG Ets/DNA interaction | Transcriptional regulator ERG (Homo sapiens), P11308 | fluorescence polarization, His-ERG Ets domain / labelled DNA | Potency, µM (titrated, usually from 76.9 µM), for inactives: at the highest dose FP activity, negative = inhibition, most hits filed as inhibitors | 370,000 tested, 0.028% active; active = well fitted inhibition curve with a large enough effect in the polarisation, with a control signal flat; inconclusive = small, poorly fitted or top-dose-only effect, or effect the other way, or a change in a side signal; inactive = no such curve, though single readings can be large or run the other way; the % refers to the polarisation;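 also: polarization taken with two DNA probes labelled with fluorescein and Texas red; % of control where 0% means no effect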
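His-tagged ERG Ets domain (1 uM in the protein solution; 300mM KCl, 50mM Tris-HCl, 1mM EDTA, 1mM DTT, pH 7.5) received compound, then a probe mix of 5 nM fluorescein-DNA and 100nM Texas-615-DNA. Fluorescence polarization was read for both dyes.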
HP1b binding inh: HTS for Inhibitors of HP1-beta Chromodomain Interactions with Methylated Histone Tails; Chromobox protein homolog 1 (Homo sapiens), P83916; AID 540317, 2011; AlphaScreen HP1-beta / biotin-H3K9me3 peptide binding; 390,000 tested, 0.56% active; Potency, µM (doses to about 114 µM), without a hit: top-dose activity change, negative = inhibition, actives largely listed as inhibitors; also: nearly all actives have a fitted effect of over 70% in size; inactives centre near 23
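Compound inhibition of the preformed complex between 50 nM HP1-beta and 50 nM biotinylated H3K9me3 peptide was read by AlphaScreen. Buffer was PBS pH 7.4 with 0.01% Tween-20. Incubations ran 30 min at room temperature, with 10 ug/mL donor/acceptor beads.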
* marks the source's active call; other numbers are inactive results; & = joins results of further samples; [ ] = remark or other dose. Unless noted, calls follow the shape of the dose curve; as a rule, active = well fitted curve in the direction sought with a large enough effect; inconclusive = small, poorly fitted or top-dose-only effect, or another doubt; inactive = no such curve, though single readings can be large; an effect the other way counts as inactive or inconclusive. Potency is read from the fitted curve at half-maximal effect. Only part of the results is shown, so the mix of outcomes need not match the whole.

Cc1noc(C)c1COc1ccc(CC(=O)NC2CCCCCC2)cc1 was read as GLS inhibitor 4.2%, JMJD2A Tudor -12.1%, PGK inhibitor 7.1%, RGS4 inh -6.3%, TrxR1 inh 6.5%, 12-LOX inh -3.5%, Pin1 inhibitor 3.6%, ERG-DNA inh -3.8% and HP1b binding inh 40.2%[activator].
For COc1ccc(/C=C/c2nc(N)nc(-c3ccccc3O)n2)cc1 the results were GLS inhibitor -0.3%, JMJD2A Tudor -19.9%, PGK inhibitor inactive, RGS4 inh -4.4%, TrxR1 inh -16.2%, 12-LOX inh 3.7%, Pin1 inhibitor -0.3%, ERG-DNA inh 4.2% and HP1b binding inh 14.5%.
COc1cc(OC)cc(Oc2ccc(S(=O)(=O)N3CCCCC3)cc2[N+](=O)[O-])c1 was read as GLS inhibitor 2.9%, JMJD2A Tudor inconclusive, PGK inhibitor -9.0%, RGS4 inh 5.5%, TrxR1 inh -3.5%, 12-LOX inh -9.5%, Pin1 inhibitor -3.0%, ERG-DNA inh 7.1% and HP1b binding inh -15.2%.
Cc1ccc(C)c(NC(=O)C(c2ccccc2)N2Cc3ccccc3C2=O)c1 (stereo not given) was read as GLS inhibitor -10.3%, JMJD2A Tudor -22.1%, PGK inhibitor 8.7%, RGS4 inh 22.4%, TrxR1 inh 5.6%, 12-LOX inh 1.1%&-29.0%, Pin1 inhibitor inconclusive, ERG-DNA inh -2.6% and HP1b binding inh 20.3%.
O=c1[nH]nc(CNc2ccc(C(F)(F)F)cc2)c2ccccc12 was read as GLS inhibitor 7.3%, JMJD2A Tudor -10.0%, PGK inhibitor 6.7%, RGS4 inh 5.1%, TrxR1 inh 1.0%, 12-LOX inh 0.6%, Pin1 inhibitor inconclusive, ERG-DNA inh 4.6% and HP1b binding inh 30.1%.
C/C(=N\NC(=O)c1cc(C)oc1C)c1ccc(C)c([N+](=O)[O-])c1 was read as GLS inhibitor -1.2%, JMJD2A Tudor 1.0%, PGK inhibitor -13.5%, RGS4 inh 0.4%, TrxR1 inh 35.6%, 12-LOX inh -3.2%, Pin1 inhibitor 0.8%, ERG-DNA inh -0.1% and HP1b binding inh 43.3%[activator].
COc1ccc2cc([C@H](C)C(=O)OCc3cn(CC(=O)c4ccc(O)cc4)nn3)ccc2c1 was read as GLS inhibitor -1.9%, JMJD2A Tudor -19.4%, PGK inhibitor inactive, RGS4 inh -11.6%, TrxR1 inh 3.0%, 12-LOX inh 5.4%, Pin1 inhibitor -2.9%, ERG-DNA inh 1.8% and HP1b binding inh 22.2%.
Screening CCN(CC)S(=O)(=O)c1ccc2c(c1)c(=O)c(C(=O)NCCN(C)CCc1ccccc1)cn2C returned GLS inhibitor -3.4%, JMJD2A Tudor -11.9%, PGK inhibitor -4.2%, RGS4 inh -0.2%, TrxR1 inh 0.9%, 12-LOX inh 0.0%, Pin1 inhibitor -3.9%, ERG-DNA inh -6.6% and HP1b binding inh 16.4%.
For CCN1C(=O)c2ccccc2Sc2ccc(NC(=O)Nc3cc(C)cc(C)c3)cc21 the results were GLS inhibitor 0.7%, JMJD2A Tudor -5.0%, PGK inhibitor -1.8%, RGS4 inh -13.8%, TrxR1 inh 23.3%, 12-LOX inh inconclusive, Pin1 inhibitor 21.5%, ERG-DNA inh 5.3% and HP1b binding inh 20.2%.
Screening COc1ccc(C(=O)C2CCCN(C(=O)c3ccnn3C)C2)cc1OC (stereo not given) returned GLS inhibitor -16.5%, JMJD2A Tudor -6.2%, PGK inhibitor -0.3%, RGS4 inh -14.2%, TrxR1 inh -4.7%, 12-LOX inh 3.2%, Pin1 inhibitor -5.2%, ERG-DNA inh 21.4% and HP1b binding inh 28.5%.
Screening CN(C)c1ccc(/C=C/C(=O)c2ccc(O)cc2)cc1[N+](=O)[O-] returned GLS inhibitor -5.8%, JMJD2A Tudor inconclusive, PGK inhibitor inactive, RGS4 inh -16.8%, TrxR1 inh 1.0%, 12-LOX inh inconclusive, Pin1 inhibitor -6.7%, ERG-DNA inh 1.2% and HP1b binding inh 1.2%.
`Cc1nnc(SCC(=O)N2c3ccccc3C(C)(c3ccccc3)CC2(C)C)s1` (stereo not given) gave GLS inhibitor 11.4%, JMJD2A Tudor -20.9%, PGK inhibitor -1.5%, RGS4 inh -20.1%, TrxR1 inh -7.2%, 12-LOX inh 8.0%, Pin1 inhibitor -0.2%, ERG-DNA inh -1.5% and HP1b binding inh 6.5%.
Screening CC(=O)N1c2ccccc2C(CBr)=CC1(C)C returned GLS inhibitor 3.6%, JMJD2A Tudor -11.6%, PGK inhibitor -2.4%, RGS4 inh -6.4%, TrxR1 inh -19.8%[57.1 µM], 12-LOX inh inconclusive, Pin1 inhibitor -2.9%, ERG-DNA inh 1.7% and HP1b binding inh -4.1%.
Screening CC1(NC(=O)CN2CCN(c3cnn(-c4ccccc4)c(=O)c3Cl)CC2)CCS(=O)(=O)C1 (stereo not given) returned GLS inhibitor -1.9%, JMJD2A Tudor 2.0%, PGK inhibitor -7.7%, RGS4 inh -9.8%, TrxR1 inh 1.4%, 12-LOX inh -7.9%, Pin1 inhibitor -2.6%, ERG-DNA inh -4.9% and HP1b binding inh 26.2%.
Cc1ccc(-c2n[nH]c(=S)n2Cc2ccccc2)cc1 was read as GLS inhibitor inconclusive, JMJD2A Tudor 39.8µM*, PGK inhibitor -2.1%, RGS4 inh -15.1%, TrxR1 inh -35.4%[57.1 µM], 12-LOX inh 39.8µM*, Pin1 inhibitor -0.4%, ERG-DNA inh 1.2% and HP1b binding inh 10.7%.
`COCCNC(=O)Cn1c(=O)n(CCC(=O)NCCc2ccccc2)c(=O)c2ccccc21` gave GLS inhibitor -1.5%, JMJD2A Tudor 2.1%, PGK inhibitor -7.3%, RGS4 inh -23.6%, TrxR1 inh -16.0%, 12-LOX inh -8.4%, Pin1 inhibitor -2.6%, ERG-DNA inh -4.3% and HP1b binding inh 15.3%.
O=c1cc(-c2ccccc2Cl)oc2c(NS(=O)(=O)c3ccccc3OC(F)(F)F)ccc(O)c12 was read as GLS inhibitor 21.9%, JMJD2A Tudor -27.5%, PGK inhibitor -2.5%, RGS4 inh -17.5%, TrxR1 inh 26.0%[57.1 µM], 12-LOX inh inconclusive, Pin1 inhibitor -1.8%, ERG-DNA inh 10.3% and HP1b binding inh 29.3%.
For Cc1[nH]c2ccc(C(=O)OC(C)C(=O)N(C)C3CCCCC3)cc2c1C (stereo not given) the results were GLS inhibitor -1.6%, JMJD2A Tudor inconclusive, PGK inhibitor -3.8%, RGS4 inh -10.4%, TrxR1 inh 32.6%, 12-LOX inh -9.7%, Pin1 inhibitor 14.2%, ERG-DNA inh -0.5% and HP1b binding inh inconclusive.
For CCS(=O)(=O)n1nc(-c2ccc(OC)cc2)nc1N the results were GLS inhibitor -3.3%, JMJD2A Tudor -11.3%, PGK inhibitor 1.9%, RGS4 inh -19.4%, TrxR1 inh 10.7%[57.1 µM], 12-LOX inh -17.9%, Pin1 inhibitor -13.6%, ERG-DNA inh -1.1% and HP1b binding inh 29.4%.
Screening COC(=O)c1sc2nc(N)c(C#N)cc2c1N returned GLS inhibitor 8.0%, JMJD2A Tudor -15.0%, PGK inhibitor -6.5%, RGS4 inh -17.8%, TrxR1 inh -15.1%, 12-LOX inh -9.4%, Pin1 inhibitor inconclusive and HP1b binding inh 15.3%.
Screening CC(=O)Nc1ccc(NC(=O)C2CCN(c3c(Cc4ccccc4)c(C)nc4ncnn34)CC2)cc1 returned GLS inhibitor 6.6%, JMJD2A Tudor -13.9%, PGK inhibitor -1.7%, RGS4 inh -24.8%, TrxR1 inh -8.5%, 12-LOX inh 74.2%[activator], Pin1 inhibitor -0.5%, ERG-DNA inh -5.8% and HP1b binding inh 17.2%.
CCOc1ccc(NC(=O)Cn2nnc(-c3nc(-c4ccncc4)no3)c2N)cc1 was read as GLS inhibitor -0.2%, JMJD2A Tudor -3.4%, RGS4 inh 28.8%, TrxR1 inh 1.2%, 12-LOX inh -1.0%, Pin1 inhibitor -4.4%, ERG-DNA inh 4.2% and HP1b binding inh 18.9%.
